From PubChem BioAssay
Vif imaging: HIV Vif self-association inhibitors, primary screen, imaging, HEK293T, single point; HEK293T cells, Vif self-association by quenched fluorescence, 24 h; inhibition, % at 7.49 µM; 0.35% of 340,000 active; in the data active = inhibition above about 50%, passing the limit was not always enough; inconclusive = no clear call, values can overlap the other calls; inactive = below about 31%; note: some results filed as inactive read as strong as hits
PDI turbidity: inhibitors of human PDI, primary screen, biochemical, turbidity, single point, plate reader; inhibition, % at 10 µM; PDI insulin aggregation turbidity, A650, 90 min; Protein disulfide-isomerase (Homo sapiens), P07237; AID 588391, 2011; 0.052% of 350,000 active;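 active = mean inhibition across replicates of 30% or more, whatever share of single replicates reach that level; inconclusive = mean inhibition below 30% while every single replicate reaches 30%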;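 note: absorbance from insulin aggregation driven by PDI reduction with DTT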
Target sequence (P07237 whole entry, looked up): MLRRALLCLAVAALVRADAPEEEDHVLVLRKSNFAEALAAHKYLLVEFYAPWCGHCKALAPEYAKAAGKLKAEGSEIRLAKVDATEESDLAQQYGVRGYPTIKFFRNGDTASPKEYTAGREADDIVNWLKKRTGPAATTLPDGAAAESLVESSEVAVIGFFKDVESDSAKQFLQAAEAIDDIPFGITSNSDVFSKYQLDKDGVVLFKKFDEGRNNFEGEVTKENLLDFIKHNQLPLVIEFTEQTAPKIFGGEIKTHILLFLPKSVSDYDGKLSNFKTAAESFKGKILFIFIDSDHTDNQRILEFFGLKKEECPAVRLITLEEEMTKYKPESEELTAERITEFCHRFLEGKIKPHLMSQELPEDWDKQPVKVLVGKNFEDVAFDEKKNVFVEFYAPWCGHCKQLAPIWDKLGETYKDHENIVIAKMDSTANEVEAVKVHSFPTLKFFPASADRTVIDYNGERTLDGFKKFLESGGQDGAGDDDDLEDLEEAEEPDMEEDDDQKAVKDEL
NR2E3 ag-1: inhibitors of NR2E3-RetCOR corepressor binding, primary screen, NR2E3 agonist project, biochemical, TR-FRET, GST-NR2E3, biotin-RetCOR | Photoreceptor-specific nuclear receptor (Homo sapiens), Q9Y5X4 | 1536-well | inhibition of corepressor binding, % at 4.78 µM | 0.12% of 320,000 active | AID 2300, 2010;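 active = percent inhibition above the cutoff of mean plus 3 SD of all tested compounds, set per screening campaign, cut at about 20% in these data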;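 note: 0% = DMSO wells and 100% = biotin wells as full block of FRET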
Target sequence (Q9Y5X4 whole entry, looked up): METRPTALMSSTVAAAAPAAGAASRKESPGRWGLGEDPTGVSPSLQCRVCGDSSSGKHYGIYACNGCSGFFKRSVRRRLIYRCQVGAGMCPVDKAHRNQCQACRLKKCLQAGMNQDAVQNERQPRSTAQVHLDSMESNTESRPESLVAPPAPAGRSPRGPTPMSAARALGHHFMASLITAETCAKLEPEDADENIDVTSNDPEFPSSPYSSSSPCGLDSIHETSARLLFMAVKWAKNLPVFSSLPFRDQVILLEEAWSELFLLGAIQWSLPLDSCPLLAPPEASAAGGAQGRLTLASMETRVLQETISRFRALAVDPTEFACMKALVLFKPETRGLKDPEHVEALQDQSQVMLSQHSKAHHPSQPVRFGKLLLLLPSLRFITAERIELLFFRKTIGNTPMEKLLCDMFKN
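Assay system: NR2E3–RetCOR corepressor complex. Quantity: 1.35 nM GST-NR2E3. Buffer or medium: pH 7.5 Tris-based buffer. Reagent: biotinylated RetCOR corepressor at 7 nM final. Schedule: 5 h at 4 °C. Detection: TR-FRET, emission read at 617 and 671 nm. Replicates: one well per compound, singlicate testing.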
Granule exo inh: LAMP-1 surface exposure blockers, TALL-104 cells – cell-based, flow cytometry, MLPCN library, primary screen; 0.66% of 360,000 active; inhibition, % at 10 µM; TALL-104 LAMP-1 surface exposure; cells stimulated with thapsigargin and PMA;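 active = inhibition above about 55%, limit read from the data; inconclusive = no clear call, values can overlap the other calls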
NR2E3 ag-2: NR2E3 agonists in two-hybrid cells, primary screen, cell-based, luminescence, CHO-S, Gal4-NCOR/VP16-NR2E3; Photoreceptor-specific nuclear receptor (Homo sapiens), Q9Y5X4; luciferase; inhibition of corepressor binding, % at 3.98 µM; 0.35% of 360,000 active; AID 602229, 2012;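 active = inhibition above the mean of all tested compounds plus 3 SD, cut at about 70% in these data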;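 note: 0% = DMSO with NR2E3 transfected cells and 100% = cells lacking NR2E3 construct; higher means lower luciferase signal from less NR2E3 corepressor binding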
Peg3 promoter: Peg3 promoter-driven luciferase inhibitors, primary screen, cell-based, HeLa, luciferase luminescence; inhibition, % at 20 µM; 1.7% of 360,000 active; AID 588405, 2011; HeLa PEG-Prom luciferase reporter, overnight;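 active = inhibition of at least 50% at 20 µM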
HIF-2a block: HIF-2a reporter inhibitors, primary screen, luminescence, 786-0 RCC cells; 786-0 RCC cells HIF-2a reporter, luciferase luminescence, overnight; inhibition, % at 18.8 µM; 0.72% of 360,000 active; AID 624352, 2012;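 active = inhibition of the luminescence signal of 40% or more relative to plate controls, in a single-dose primary screen at 18.75 µM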
aDG glyco up: activators of alpha-DG glycosylation, primary screen, uHTS, Pro5-aDG cells, AlphaScreen; AID 624168, 2012; 0.22% of 360,000 active; activation, % at 10 µM; alpha-DG glycosylation AlphaScreen (IIH6); 0% Pro5, 100% B10-LARGE cell signal;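 active = activation of at least 8% versus controls, or a plate z-score of at least 8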;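 note: Pro5 are CHO cells carrying HIG-tagged alpha-DG that lacks glycosylation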
CaV13 FRET inh: Disruptors of the CACNA1D IQ motif to Ca2+-dependent inactivation inhibitor domain association, primary screening, Förster resonance energy transfer in intact living …. inhibition, % at 12.3 µM. AID 743397. HEK cells, CFP/YFP FRET ICDI-IQ, plate reader, 10 min; percent FRET-ratio fall versus neutral wells. 0.098% of 340,000 active;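 active = mean replicate inhibition of at least 30% and at least 1% of replicates passing that level; inconclusive = only one of the two criteria is met; inactive = neither criterion is met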;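 note: 0% = median of the neutral control wells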
iPSC survival up: enhancers of single-cell hiPSC survival, primary screen, ATPlite luminescence. 100% = ROCK inhibitor wells, 0% = DMSO. survival enhancement, % at 20 µM. 0.044% of 360,000 active. AID 602274, 2012; in the data active = survival enhancement above about 18%;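 note: cells exposed to compounds for 16 hours before the ATP read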
TRPM1 prom inh: inhibitors of MITF-dependent TRPM1 promoter reporter, primary screen, cell-based, SK-MEL-5, single point, luciferase; inhibition, % at 12.5 µM; AID 488899, 2010; 0.83% of 330,000 active; SK-MEL-5 TRPM1 promoter luciferase, 24 h;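 active = mean inhibition across replicates of 60% or more, whatever share of single replicates reaches that level; inconclusive = some that reach 60%, reason not given; inactive = mean inhibition across replicates below 60%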; note: values of inactives mirror those of a sister screen read the other way
Numbers without * were called inactive; ? = inconclusive; nt = no result given.

canonical_smiles,Vif imaging,PDI turbidity,NR2E3 ag-1,Granule exo inh,NR2E3 ag-2,Peg3 promoter,HIF-2a block,aDG glyco up,CaV13 FRET inh,iPSC survival up,TRPM1 prom inh
C=CCNC(=S)Nc1ccc(N2CCOCC2)c(S(=O)(=O)Nc2ccccc2Cl)c1,0,6,0,5,-16,30,6,0.7,4,0.1,-7
C=CCOc1ccc(CN(C)CC(=O)Nc2ccccc2[N+](=O)[O-])cc1,1,2,1,2,-10,17,-17,0.0,-3,0.7,13
CCCCC[C@@H]1CCCCC[C@H](O)C[C@@H](O)[C@@H](O)/C=C/C(=O)O1,nt,nt,nt,2,-5,nt,19,1.4,-7,0.2,nt
COc1ccc(CNC(=S)Nc2ccc(-c3ccccc3)cc2)cc1,-3,5,-2,3,2,-34,-30,0.8,-6,0.3,16
O=C(CNC(=O)c1ccco1)OCC(=O)c1ccc2ccccc2c1,-1,2,0,-1,3,3,0,3.3,-5,-2.4,-5
CC[C@]12c3[nH]c4cc(CCC(=O)N(C)C)ccc4c3CCN1C(=O)[C@@H](CC(=O)NCCCOC)C[C@@H]2C(=O)N1CCN(C(=O)C2CC2)CC1,22,-3,nt,-10,-25,-6,8,0.0,-9,0.1,-7
CCCc1cc(Nc2cccc(OCC)c2)n2ncnc2n1,4,-5,0,1,2,5,19,-0.2,-8,-0.2,-7
Cc1ccc(S(=O)(=O)N(C)c2ccc(C(=O)N3CCN(Cc4ccc5c(c4)OCO5)CC3)cc2)cc1,-9,-1,6,-3,28,17,17,-0.1,-8,1.7,12
CCOC(=O)CCCCCC(=O)Nc1ccc2c(c1)C(=O)N([C@@H](C)CO)C[C@@H](C)[C@H](CN(C)C(=O)Nc1ccccc1)OCCCC[C@H](C)O2,nt,0,nt,-8,-25,0,13,0.0,-5,-1.1,nt
Cc1ccc(N2C(=O)C3Sc4[nH]c(=O)sc4C(c4ccccc4)C3C2=O)cc1 (stereo unspecified),0,-9,0,1,-9,16,3,-0.2,nt,2.9,-9

Other results.
canonical_smiles,Vif imaging,PDI turbidity,NR2E3 ag-1,Granule exo inh,NR2E3 ag-2,Peg3 promoter,HIF-2a block,aDG glyco up,CaV13 FRET inh,iPSC survival up,TRPM1 prom inh
COC(=O)C[C@H]1c2ccccc2S(=O)(=O)N1c1cccc(OC)c1,6,9,6,-3,31,-4,1,-0.2,-5,0.7,-11
COc1ccc(NC(=O)C#Cc2ccccc2)cc1,1,-3,5,4,-20,-279,-235,0.3,-4,-0.5,-33
COc1ccc(C(=O)/C=C/Nc2ccccn2)c(OC)c1,-1,2,-3,-4,-92,-255,-242,0.1,-6,-0.9,nt
O=C(N/N=C1\CCS(=O)(=O)c2ccc(F)cc21)c1ccc(O)cc1,1,4,0,4,-6,-8,3,0.3,-5,0.1,-5
CCCc1ccc(S(=O)(=O)N2CCN(C(C)C(=O)NC3CCCC3)CC2)cc1 (stereo unspecified),-8,4,nt,0,16,4,15,0.2,-7,-0.5,-3
N#Cc1ccc(C(=O)Nc2cccc(S(=O)(=O)NC3=NCCC3)c2)cc1,-4,9,nt,2,-4,6,5,0.1,-6,-0.3,9
CCOc1ccc(NC(=O)C2=C(C)C(=O)OC23CCC(C)CC3)cc1 (stereo unspecified),-21,nt,-1,1,27,-12,1,-0.1,-9,-3.4,nt
c1ccc2c(c1)ncn2Cc1nnc2sc(-c3ccc4c(c3)OCO4)nn12,-1,10,4,1,-4,4,12,0.0,nt,3.9,-10
O=C(c1cccc(C(F)(F)F)c1)C1CCCN(C(=O)CN2CCCC2=O)C1 (stereo unspecified),-4,6,2,1,-50,13,4,0.3,4,0.7,2
O=S(=O)(NCc1csc(-c2cccs2)n1)c1cccc(C(F)(F)F)c1,-3,2,-2,-9,-29,11,18,0.0,-2,0.1,7

(cont.)
canonical_smiles,Vif imaging,PDI turbidity,NR2E3 ag-1,Granule exo inh,NR2E3 ag-2,Peg3 promoter,HIF-2a block,aDG glyco up,CaV13 FRET inh,iPSC survival up,TRPM1 prom inh
C(=C\c1ccco1)/C=N/n1cnnc1,-6,7,4,2,-2,-5,4,0.2,-5,2.0,10
Cc1ccc(-c2nn(-c3ccccc3)cc2NC(=O)c2ccccc2)cc1,7,4,0,-1,-42,-41,-83,0.4,-3,4.9,-36
COc1ccc(OC(=O)c2cccc(S(=O)(=O)N3CCCC3)c2)cc1,-7,-2,0,0,-8,1,1,0.0,-8,3.5,-4
Cc1ccc(S(=O)(=O)N2CCN(C(=O)NCc3ccc(C(=O)O)cc3)CC2)cc1,5,5,-2,-8,-6,0,9,-0.1,-7,-0.4,-9
CCOc1ccc(NC(=O)N(CCC(C)C)C2CCN(C(C)=O)CC2)cc1,3,6,5,0,25,8,17,0.0,-4,5.8,11
C/C(=N\NC(=O)c1cccc(S(=O)(=O)N2CCOCC2)c1)c1ccc(O)cc1,-2,4,-1,-10,11,-7,6,-0.1,-7,0.0,13
CC(C)C[C@@H](C(=O)NCc1ccco1)N1C(=O)N2CCc3c([nH]c4ccccc34)[C@@]2(C)C1=O,-16,nt,-1,8,-2,22,8,0.2,nt,-1.3,nt
Nc1cc(=O)[nH]c(SCC(=O)Nc2ccc3c(c2)CCC3)n1,4,-4,5,-5,19,-7,12,0.1,-20,-0.1,4
O=C(CSc1nnc(-c2ccc(Br)cc2)n1C1CCCCC1)N1CCCC1,6,6,1,3,1,-18,-26,0.4,-4,-2.6,-13
COc1cc2oc(-c3ccc(O)cc3)cc(=O)c2c(O)c1OC,-7,nt,3,-2,-16,-52,-160,-0.1,nt,-3.2,-26

Continuation.
canonical_smiles,Vif imaging,PDI turbidity,NR2E3 ag-1,Granule exo inh,NR2E3 ag-2,Peg3 promoter,HIF-2a block,aDG glyco up,CaV13 FRET inh,iPSC survival up,TRPM1 prom inh
CC(C)(C)c1ccc(/C=C2\Oc3cc(OC(=O)N4CCOCC4)ccc3C2=O)cc1,-8,4,2,0,-13,0,-11,0.5,-3,-1.8,-7
Fc1ccc(-c2cc(C(F)(F)F)nc(-n3cccn3)n2)cc1,1,-6,-2,-5,5,7,-4,0.1,-4,0.1,-1
COc1ccc(C(=O)CSc2nc(SC)ns2)cc1OC,6,-5,1,-3,-32,9,-1,0.3,-5,-1.1,6
COC(=O)c1ccc(C(=O)OC)c(NC(=O)CCC(=O)O)c1,-4,2,2,-1,5,10,-5,0.1,nt,-0.3,0
Fc1cnc(Cl)nc1NC1CCCCC1,5,0,-2,-11,-25,10,3,0.0,-19,0.2,-10
CCOc1cc2c3c(c1)C1(Nc4ccccc4S1)C(=O)N3C(C)(C)CC2C (stereo unspecified),-5,6,0,1,-1,39,-7,-0.3,-8,-0.2,-6
CCOc1cc(/C=C2\C(=N)N3N=C(C)SC3=NC2=O)ccc1OCCOc1cccc(OC)c1,-5,-5,4,-2,-18,3,7,0.1,-5,1.1,-5
CCN(CC)S(=O)(=O)c1cccc(NC(=O)COc2ccc(F)cc2Br)c1,-6,-1,-1,0,-37,0,-18,0.4,-10,-0.8,-19
O=C(O)c1ccc(CNCc2cccc(Cl)c2)cc1,5,-1,-5,12,-3,-8,5,-0.3,-7,-0.7,-18
O=C(Nc1ccc2oc(-c3ccccc3F)nc2c1)c1ccc2c(c1)OCCO2,-7,-4,2,85*,-41,-77,-273,0.4,-8,-0.8,-13

As a working copy, some entries already given:
canonical_smiles,Vif imaging,PDI turbidity,NR2E3 ag-1,Granule exo inh,NR2E3 ag-2,Peg3 promoter,HIF-2a block,aDG glyco up,CaV13 FRET inh,iPSC survival up,TRPM1 prom inh
COC(=O)C[C@H]1c2ccccc2S(=O)(=O)N1c1cccc(OC)c1,6,9,6,-3,31,-4,1,-0.2,-5,0.7,-11
COc1ccc(NC(=O)C#Cc2ccccc2)cc1,1,-3,5,4,-20,-279,-235,0.3,-4,-0.5,-33
COc1ccc(C(=O)/C=C/Nc2ccccn2)c(OC)c1,-1,2,-3,-4,-92,-255,-242,0.1,-6,-0.9,nt
O=C(N/N=C1\CCS(=O)(=O)c2ccc(F)cc21)c1ccc(O)cc1,1,4,0,4,-6,-8,3,0.3,-5,0.1,-5
CCCc1ccc(S(=O)(=O)N2CCN(C(C)C(=O)NC3CCCC3)CC2)cc1 (stereo unspecified),-8,4,nt,0,16,4,15,0.2,-7,-0.5,-3
N#Cc1ccc(C(=O)Nc2cccc(S(=O)(=O)NC3=NCCC3)c2)cc1,-4,9,nt,2,-4,6,5,0.1,-6,-0.3,9
CCOc1ccc(NC(=O)C2=C(C)C(=O)OC23CCC(C)CC3)cc1 (stereo unspecified),-21,nt,-1,1,27,-12,1,-0.1,-9,-3.4,nt
c1ccc2c(c1)ncn2Cc1nnc2sc(-c3ccc4c(c3)OCO4)nn12,-1,10,4,1,-4,4,12,0.0,nt,3.9,-10
O=C(c1cccc(C(F)(F)F)c1)C1CCCN(C(=O)CN2CCCC2=O)C1 (stereo unspecified),-4,6,2,1,-50,13,4,0.3,4,0.7,2

Next entries follow:
canonical_smiles,Vif imaging,PDI turbidity,NR2E3 ag-1,Granule exo inh,NR2E3 ag-2,Peg3 promoter,HIF-2a block,aDG glyco up,CaV13 FRET inh,iPSC survival up,TRPM1 prom inh
CC(C)CCn1c(=O)c2ccccc2c2ccccc2c1=O,nt,-3,-2,-3,-6,4,18,-0.1,-2,0.1,12
O=C(Cn1c(C2CC2)nc2ccccc2c1=O)Nc1ccc(Br)cc1,7,-1,2,0,-39,18,-3,-0.2,-4,-1.8,-1
CC1CC1C(=O)OCc1cc(=O)n2cc(Br)ccc2n1 (stereo unspecified),nt,3,2,-2,-78,-171,-217,-0.2,-5,-0.9,-71
O=S(=O)(Cc1ccccc1)c1nc2ccccc2n1Cc1ccccn1,-2,1,-1,0,-7,10,14,0.1,4,-0.4,-3
COc1cccc(CNS(=O)(=O)c2csc(C(N)=O)c2)c1,-9,2,1,0,-4,2,5,-0.1,-2,-0.2,-5
O=C(NCC1CCCN(C(=O)CN2CCCCC2)C1)c1ccccc1Cl (stereo unspecified),4,1,4,-1,-16,-56,-86,-0.3,-6,1.1,-17
O=C(Nc1cc(C(F)(F)F)ccc1N1CCCCC1)c1ccc(Br)o1,-5,-6,0,2,0,15,10,-0.4,-3,1.4,-7
O=C(Nc1cccc(NC(=O)c2ccc(Br)cc2)c1)c1ccccc1,-5,9,2,-3,-15,12,-9,0.0,-4,0.8,1
COC(=O)Cc1c[nH]c2ccc(OCC(O)CNC(C)C)cc12 (stereo unspecified),?,1,-3,0,15,17,12,0.3,-9,3.3,1
